Hck-Nef inh: inhibitors of Nef-activated human Hck kinase, primary screen, biochemical, Z-Lyte FRET, 384-well, Hck-YEEI | Recombinant Hck-YEEI plus Nef, Z-Lyte FRET kinase assay | inhibition, % at 20 µM | hit rate 0.68% among 220,000 | AID 463187, 2010;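 active = Hck-Nef kinase inhibition above about 50%, limit read from the data; inactive = inhibition below that limit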;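 note: 0% = DMSO with Hck plus Nef and 100% = Hck alone without Nef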
FXIa inh: human FXIa protease inhibitors, primary screen, biochemical, 1536-well; hit rate 0.14% among 220,000; inhibition, % at 5 µM; purified FXIa, Boc-Glu-Ala-Arg-AMC fluorogenic substrate; AID 798, 2007; Coagulation factor XI (Homo sapiens), P03951;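 active = inhibition of at least 40%; inactive = inhibition below 40%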;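 note: fluorescence of freed AMC excited at 355 nm; 0% = enzyme without compound and 100% = no enzyme blank; many of its hits are not listed in these tables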
Wee1 degr inh: Wee1 degradation inhibitors, primary screen, cell-based, HeLa, Wee1K328M-luciferase, luminescence; hit rate 1.2% among 220,000; AID 1321, 2008; HeLa Luc-Wee1K328M stability; 100% = proteasome inhibitor MG132 effect; reporter increase, % at 5 µM; Wee1-like protein kinase (Homo sapiens), P30291;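 active = activation above the mean of all tested compounds plus 3 SD, set per screening run, cut at about 8.8% in these data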;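 note: cells exposed to compound for 20 h before luminescence read; 0% = DMSO alone and 100% = MG132 at 30 µM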
Target sequence (P30291 whole entry K328M): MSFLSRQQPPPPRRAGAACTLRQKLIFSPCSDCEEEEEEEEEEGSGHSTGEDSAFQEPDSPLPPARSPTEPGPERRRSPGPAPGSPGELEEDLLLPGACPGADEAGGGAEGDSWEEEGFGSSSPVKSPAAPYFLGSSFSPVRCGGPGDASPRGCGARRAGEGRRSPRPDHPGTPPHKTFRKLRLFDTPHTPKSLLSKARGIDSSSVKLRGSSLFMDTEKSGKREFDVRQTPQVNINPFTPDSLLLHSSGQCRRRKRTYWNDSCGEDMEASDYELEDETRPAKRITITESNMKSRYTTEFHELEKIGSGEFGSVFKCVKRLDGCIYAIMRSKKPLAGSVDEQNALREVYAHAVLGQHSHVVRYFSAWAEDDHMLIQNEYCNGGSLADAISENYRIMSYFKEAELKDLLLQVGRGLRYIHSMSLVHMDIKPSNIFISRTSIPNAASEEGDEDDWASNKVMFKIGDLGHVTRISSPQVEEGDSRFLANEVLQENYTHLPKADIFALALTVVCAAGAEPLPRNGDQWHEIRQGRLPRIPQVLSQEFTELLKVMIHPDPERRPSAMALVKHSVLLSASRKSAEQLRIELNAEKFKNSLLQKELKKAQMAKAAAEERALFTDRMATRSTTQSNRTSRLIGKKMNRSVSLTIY
Runt-SMMHC FRET: inhibitors of RUNX1 Runt–CBFb-SMMHC binding, primary screen, biochemical, FRET, Cerulean-Runt, Venus-CBFb-SMMHC, uHTS. Runt-related transcription factor 1 (Homo sapiens) + Core-binding factor subunit beta …. Cerulean-Runt/Venus-CBFb-SMMHC FRET ratio 530/480, 1 h. inhibition, % at 20 µM. hit rate 0.74% among 220,000. AID 1434, 2008;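 active = mean inhibition across duplicate retests at 20 µM reaching about 50%, limit read from the data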;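 note: 0% = DMSO wells and 100% = wells with excess untagged CBFb-SMMHC; inhibitors lower the FRET ratio by blocking Runt binding to CBFb-SMMHC; some results filed as inactive read as strong as hits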
KLK5 inh: human KLK5 protease inhibitors, primary screen, biochemical, 1536-well. Kallikrein-5 (Homo sapiens), Q9Y337. recombinant hK5, fluorogenic AMC substrate cleavage. inhibition, % at 5 µM. hit rate 0.59% among 210,000. AID 873, 2007;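 active = inhibition of 40% or more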;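 note: 0% = enzyme controls without compound and 100% = no-enzyme blanks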
Target sequence (Q9Y337 67-293 limits assumed): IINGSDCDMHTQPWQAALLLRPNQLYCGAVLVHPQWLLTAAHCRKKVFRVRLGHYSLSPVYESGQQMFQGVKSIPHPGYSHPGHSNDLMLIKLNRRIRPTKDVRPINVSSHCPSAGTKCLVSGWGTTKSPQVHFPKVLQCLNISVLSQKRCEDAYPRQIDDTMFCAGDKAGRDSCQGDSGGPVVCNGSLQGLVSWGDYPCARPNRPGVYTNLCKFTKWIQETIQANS
FXIIa inh: human FXIIa protease inhibitors, primary screen, biochemical, 1536-well; AID 800, 2007; inhibition, % at 5 µM; hit rate 0.3% among 220,000; purified FXIIa, Boc-QGR-AMC fluorogenic substrate, 2 h; Coagulation factor XII (Homo sapiens), P00748; in the data active = inhibition above about 40%;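 note: 0% = enzyme with no compound and 100% = blank without enzyme; many of its hits are not listed in these tables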
Runt-CBFb FRET: inhibitors of RUNX1 Runt–CBFb binding, primary screen, biochemical, FRET, Cerulean-Runt, Venus-CBFb, uHTS | AID 1496, 2009 | Runt-related transcription factor 1 (Homo sapiens) + Core-binding factor subunit beta … | Cerulean-Runt/Venus-CBFb FRET ratio 530/480, 1 h | inhibition, % at 20 µM | hit rate 0.46% among 220,000;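 active = inhibition over about 50% at 20 µM in the single-dose screen, limit read from the data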;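 note: 0% = DMSO wells and 100% = excess unlabeled CBFb competitor control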
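test system = Cerulean-Runt domain fusion protein, energy donor | probe or stimulus = Venus-CBFb binding partner, 100 nM | incubation = two 1 h room-temperature incubations shielded from light | detection = fluorescence energy transfer, 422 nm excitation, 530/480 nm emission | measure = loss of energy transfer signal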
thrombin 1536: human alpha-thrombin inhibitors, primary screen, counter-screen for coagulation protease inhibitor project, biochemical, 1536-well, fluorogenic AMC substrate; Prothrombin (Homo sapiens), P00734; Boc-VPR-AMC fluorogenic substrate cleavage; inhibition, % at 5 µM; hit rate 0.26% among 220,000; AID 1046, 2008;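 active = inhibition at or above 40%; inactive = inhibition below 40%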;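 note: 0% = enzyme with no compound and 100% = wells without enzyme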
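Material: human alpha-thrombin protein; Also added: Boc-VPR-AMC substrate, 15 µM final; Timing: enzyme reaction carried out at room temperature; Signal: fluorescence, ex 355 nm, em 460 nm; Measure: % inhibition of thrombin; Controls: enzyme without compound as high, wells lacking enzyme as low.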
14-3-3 Bad PPI: inhibitors of 14-3-3 zeta/Bad binding, primary screen, biochemical, TR-FRET, bovine 14-3-3 zeta; inhibition, % at 21.7 µM; TR-FRET 14-3-3zeta/Dy647-pBad peptide displacement, 1 h; hit rate 0.71% among 220,000;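 active = inhibition above about 70%, limit read from the data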;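 note: 0% = full 14-3-3 plus peptide FRET controls and 100% = background without 14-3-3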
Numbers without * were called inactive; . = not tested or not shown; & = joins results of further samples; [ ] = dose if it differs, or a comment. This is a random part of the collection, and some 4.2% of all compounds hit somewhere here.

#1 CSC1=NCCN1C(=O)Cc1cccs1
#2 CC1CCC2(CC1)C(Nc1cccc(Cl)c1)=NC(=S)N2CC#N (stereo not drawn)
#3 CCCc1c(C)[nH]c2ccc(C(=O)O)cc2c1=S
#4 Cc1nnc(SCCCN2C(=O)c3ccccc3C2=O)o1
#5 CCSc1nnc(NC(=O)c2cccnc2Cl)s1
#6 O=C(c1cc2ccccc2o1)c1nc2c(n1O)CCCCC2
#7 COc1ccc(-c2c(C#N)c(N)nc3sc(C(=O)c4ccc(C)cc4)c(N)c23)cc1
#8 O=C(N/N=C/c1cccnc1)c1[nH]ncc1Br
#9 COCCn1nnnc1C(c1cc2cc(OC)ccc2[nH]c1=O)N1CCC(Cc2ccccc2)CC1 (stereo not drawn)
#10 CC(C)NCC(O)COC1C2CC3CC(C2)CC1C3 (stereo not drawn)
compound no.,1,2,3,4,5,6,7,8,9,10
14-3-3 Bad PPI,-3,4[fluorescence artefact?],26,-7,-3,-14,-29,-6,.,-2
FXIIa inh,5,12,5,17,17,19,3,1,-18,10
Hck-Nef inh,2,4,-43,-2,6,7,2,20,2,7
Runt-SMMHC FRET,0,-5,46,3,1,62,-225,3,-8,2
thrombin 1536,-8,1,-8,-8,0,1,17,-14,-6,-8
KLK5 inh,-21,-8,1,-14,-5,-2,1,-6,-25,8
FXIa inh,-5,4,0,13,6,4,1,-6,-18,2
Wee1 degr inh,0,4,8,-2,-2,7,-1,3,-2,-3
Runt-CBFb FRET,3,-4,6,1,-2,-1,6,-1,1,0

The closing four entries of the section above open the next one.
#7 COc1ccc(-c2c(C#N)c(N)nc3sc(C(=O)c4ccc(C)cc4)c(N)c23)cc1
#8 O=C(N/N=C/c1cccnc1)c1[nH]ncc1Br
#9 COCCn1nnnc1C(c1cc2cc(OC)ccc2[nH]c1=O)N1CCC(Cc2ccccc2)CC1 (stereo not drawn)
#10 CC(C)NCC(O)COC1C2CC3CC(C2)CC1C3 (stereo not drawn)
#11 CCN1CCCC1CNC(=O)C1c2ccccc2C(=O)N(CCOC)C1c1ccc(F)cc1 (stereo not drawn)
#12 Cc1ccc(S(=O)(=O)N2CCSC2=Nc2ccccc2)cc1
#13 COc1cccc(N=CC=C2OC(C)(C)C(C)(C)O2)c1
#14 CN(CC(=O)Nc1ccc(S(=O)(=O)N2CCCC2)cc1)CC(=O)Nc1ccc(F)c(F)c1F
#15 O=C1CCCc2nc(N3CCN(C(c4ccccc4)c4ccccc4)CC3)ncc21
#16 O=c1cc(N2CCCCC2)c(-c2ccccc2)nn1Cc1ccc(Cl)cc1Cl
#17 O=C(COc1ncnc2ccccc12)NC1CCS(=O)(=O)C1 (stereo not drawn)
#18 CCCn1c(SCC(=O)N2CCN(S(=O)(=O)c3ccc(Cl)cc3)CC2)n[nH]c1=O
#19 O=C(c1ccco1)N1CCN(c2ncnc3c2[nH]c2ccccc23)CC1
#20 Cc1ccc(/C=C(\NC(=O)c2ccc(C)cc2)c2nc(=S)[nH][nH]2)cc1
compound no.,7,8,9,10,11,12,13,14,15,16,17,18,19,20
14-3-3 Bad PPI,-29,-6,.,-2,-4,-5,-4,-6,-7,5,-6,-3,-4,-1
FXIIa inh,3,1,-18,10,1,-3,6,2,-8,7,-6,9,6,14
Hck-Nef inh,2,20,2,7,7,13,23,19,1,-2,0,0,8,0
Runt-SMMHC FRET,-225,3,-8,2,2,0,-4,-2,-1,-8,2,-2,-7,4
thrombin 1536,17,-14,-6,-8,-7,-8,-5,.,-4,-5,-2,-1,-3,2
KLK5 inh,1,-6,-25,8,0,0,-1,-3,-5,12,-15,2,-3,-4
FXIa inh,1,-6,-18,2,-10,-7,-1,0,-10,2,-5,7,1,4
Wee1 degr inh,-1,3,-2,-3,-1,1,2,-3,4,0,-2,-3,-3,-1
Runt-CBFb FRET,6,-1,1,0,0,-1,-2,0,-3,-3,-2,-1,-1,1

Record cards, as listed above. Values in the order: 14-3-3 Bad PPI	FXIIa inh	Hck-Nef inh	Runt-SMMHC FRET	thrombin 1536	KLK5 inh	FXIa inh	Wee1 degr inh	Runt-CBFb FRET
`CN(CC(=O)Nc1ccc(S(=O)(=O)N2CCCC2)cc1)CC(=O)Nc1ccc(F)c(F)c1F` in the list: -6	2	19	-2	.	-3	0	-3	0
`O=c1cc(N2CCCCC2)c(-c2ccccc2)nn1Cc1ccc(Cl)cc1Cl` in the list: 5	7	-2	-8	-5	12	2	0	-3

(continued)
#21 CCCCn1c(=O)c(C(C)=O)c(O)c2ccccc21
#22 CCCN(CCC)CCNC(=O)CCC(=O)Nc1ccc2nc(N3CCN(C)CC3)cc(C)c2c1
#23 Fc1cccc(CCN2C(=S)NC[C@@H]2CC2CCCCC2)c1
#24 O=C1SC(SCc2ccccc2)=N/C1=C\c1ccc(C(=O)O)cc1
#25 O=C(O)Cn1c(O)c(C=Nc2ccccc2)sc1=S
#26 COc1cccc(CC(NC(C)=O)C(=O)NC2CCN(S(=O)(=O)c3ccc(C)cc3)CC2)c1OC (stereo not drawn)
#27 O=C1CC[C@@H](CN(Cc2ccccn2)Cc2nc(Cc3cccc(C(F)(F)F)c3)no2)N1
#28 CCC1CCCCN1CCNC(=O)c1[nH]c(C)c(C(C)=O)c1C (stereo not drawn)
#29 CCCCS(=O)(=O)CC(COc1ccccc1)OC(=O)c1ccccc1 (stereo not drawn)
#30 CCCc1nc2ccc(NC(=O)c3cccs3)cc2c(=O)n1Cc1ccc(Cl)cc1
compound no.,21,22,23,24,25,26,27,28,29,30
14-3-3 Bad PPI,-5,-29,0,-7,9&-10,-10,-8,-7,-6,-12
FXIIa inh,2,0,10,6,3&1,7,6,-1,11,15
Hck-Nef inh,5,14,26,33,0&3,20,24,2,1,2
Runt-SMMHC FRET,4,11,1,3,73*,.,-8,1,-12,3
thrombin 1536,-8,-1,0,-4,-13&-4,0,-11,-5,-7,7
KLK5 inh,.,-23,1,0,-22&1,-2,4,0,7,3
FXIa inh,-5,9,1,1,1&-7,-3,-1,-10,-4,7
Wee1 degr inh,-2,-2,.,0,-1&3,5,0,-2,-2,-2
Runt-CBFb FRET,4,9,-3,5,32&32,.,-2,0,-3,1

#31 c1ccc(-c2nc(N3CCCC3)nc3ccccc23)cc1
#32 CCOC(=O)c1c(C)[nH]c(C=O)c1Cc1cccc(Cl)c1
#33 O=C(NCCCO)NC(=S)c1cccc2ccccc12
#34 O=C(COc1ccc(Cl)cc1Cl)OCn1nnc2ccccc2c1=O
#35 O=C1CSC(c2ccccc2)N1CC(O)c1ccc([N+](=O)[O-])cc1 (stereo not drawn)
#36 CCOc1ccc(CC(=O)Nc2cccc(-c3ccc4nnc(C)n4n3)c2)cc1
#37 O=C(CN1C(=O)C2C3C=CC(C3)C2C1=O)N1CCc2ccccc2C1 (stereo not drawn)
#38 Cc1cc(C(=O)NNc2ccc(C(C)C)cc2)n(C(C)(C)C)n1
#39 Cc1c(Cl)cccc1NC(=O)CCC(=O)NNC(=O)c1ccco1
#40 CCn1cc(S(=O)(=O)Nc2cc(F)ccc2C)cn1
compound no.,31,32,33,34,35,36,37,38,39,40
14-3-3 Bad PPI,-4,3[fluorescence artefact?],-4,0,-3,-1,6,0,-11,92*
FXIIa inh,14,-2,0,14,8,8,14,6,0,-1
Hck-Nef inh,-1,2,-5,-2,19,12,2,20,-1,21
Runt-SMMHC FRET,19,1,-3,-1,1,-7,-10,0,0,-2
thrombin 1536,2,-9,-10,2,-6,-2,-1,3,0,-7
KLK5 inh,4,-12,-2,-8,-1,3,0,5,0,-7
FXIa inh,6,-6,-3,3,-6,-1,1,4,-2,-7
Wee1 degr inh,2,0,2,-1,2,1,-1,-3,-2,0
Runt-CBFb FRET,7,-1,0,0,0,-7,-2,-1,-2,2

#41 Cc1ccc2c(c1C)NC(C(=O)O)C1CC=CC21 (stereo not drawn)
#42 Cc1cc(C)c(OCCNC(=O)c2ccccc2Sc2ccccc2C#N)c(C)c1
#43 CCCC(=O)Nc1c(-c2ccccc2)c(=O)c(C)nn1-c1ccc(C)cc1
#44 C[C@@H](C(=O)O)[C@H]1C[C@]1(C)[C@H](NC(=O)OCc1ccccc1)c1ccccc1
#45 CCCC(=O)Nc1c(-c2ccccc2OC)c(=O)c2ccccc2n1C
#46 C[C@H](NC(=O)c1ccccc1)C(=O)Nc1nc(-c2ccccn2)cs1
compound no.,41,42,43,44,45,46
14-3-3 Bad PPI,38&32,-3,-5,0[fluorescence artefact?],15,-11
FXIIa inh,7,12,10,32,8,6
Hck-Nef inh,.,2,24,-2,-5,18
Runt-SMMHC FRET,2,-1,-1,2,1,-4
thrombin 1536,-9,-2,0,5,-3,-23
KLK5 inh,-19,-19,1,-3,-4,-12
FXIa inh,0,7,0,19,4,-8
Wee1 degr inh,.,0,0,3,-2,-2
Runt-CBFb FRET,13,0,0,-1,-2,1

High-throughput results from PubChem.
